GAA glycogen: inhibitors or activators of human alpha-glucosidase glycogen cleavage; Potency, µM (doses to about 76.4 µM), without a hit: top-dose activity change, negative = inhibition, hits mostly inhibitors; P10253; AID 2100; recombinant GAA, glycogen substrate, Amplex Red glucose oxidase fluorescence; 300,000 tested, 0.38% active; active = well fitted inhibition curve with a large enough effect; inconclusive = small, poorly fitted or top-dose-only effect, or another doubt; inactive = no such curve, though single readings can be large or run the other way;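 note: 0% = full enzyme reaction and -100% = no-enzyme basal signal; the screen sought inhibitors and activators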
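qHTS, 1536-well; enzyme 4 nM final; cpd up to 77 uM; substrate bovine liver glycogen 30 ug; 50 mM citrate/phosphate pH 5.0, 0.01% Tween-20; 37 C, 40 min; Amplex Red detection 45 min RT; Hill fit → AC50.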
* marks the source's active call; other numbers are inactive results; ? = inconclusive; & = joins results of further samples; [ ] = remark or other dose. Potency is the fitted concentration of half-maximal effect. These rows are one share of the data; count on the stated rates, not on these rows.

SMILES | GAA glycogen
COc1ccccc1C(=O)N/N=C(\C)CC(=O)Nc1ccccn1 | ?
COc1cc2c(cc1OC)C1O[C@](CCCCN3C(=O)c4ccccc4C3=O)(C2)OC2=C1C(=O)CCC2 | -15%[15.3 µM]
NC(=O)c1nsc(C(=O)N(c2ccccc2)C(C(=O)NC2CCCCC2)c2ccc(O)cc2)c1N (stereo not given) | 5%
Cc1cc2c([nH]c3ccccc32)c(C)n1 | -9%[76.3 µM]
O=C(O)c1cccc(NC(=O)c2ccc(COc3ccc(Cl)cc3)cc2)c1 | -10%[76.3 µM]
O=C(NCc1ccccc1Cl)C1CCC(CNS(=O)(=O)c2ccc(Br)s2)CC1 (stereo not given) | 2%[76.3 µM]
COc1ccccc1N=Nc1c(O)[nH]c2ccc(Br)cc12 | 0%
Cc1c(NCc2cccnc2)cccc1C(=O)O | -2%[76.3 µM]
Cc1cnc(CN(C)C(=O)C2CCC(=O)N(CCc3cccc(F)c3)C2)[nH]1 (stereo not given) | -9%[76.3 µM]
Cc1ccc(S(=O)(=O)N2CCC(C(=O)Nc3ccc(C)c(Cl)c3)CC2)cc1 | -8%[76.3 µM]
COCCNC(=O)c1ccc(CS(=O)(=O)c2ccccc2OC)o1 | -2%
O=C(N/N=C/c1cc(Br)c(O)c(Br)c1)c1cc2c(ccc3ccccc32)o1 | 0%[76.3 µM]
CCOc1ccc(NC(=O)Cn2nc(Cc3ccncc3)c3ccccc3c2=O)cc1 | -11%[76.3 µM]
COc1cccc(C(=O)N2c3cc(C)ccc3C(C)(c3ccccc3)CC2(C)C)c1 (stereo not given) | 7%[76.3 µM]
O=C(NCc1cccnc1)c1nn(-c2ccc(Cl)cc2)nc1CO | 3%[76.3 µM]
CCN(CC)S(=O)(=O)c1ccc(N2CCc3cc(OC)c(OC)cc3C2)nc1 | 2%
Cc1ccc(S(=O)(=O)Nc2ncnc3ccccc23)cc1 | -1%[76.3 µM]
CCOC(=O)c1c(NC(=O)c2ccc(OC)cc2)sc2c1CCCCC2 | 11%[76.3 µM]
COc1ccc(-c2cc(C(=O)N3CCN(S(=O)(=O)c4ccccc4)CC3)[nH]n2)cc1 | -8%[76.3 µM]
CC(=O)c1ccc(C(=O)N2CCCC(N3CCN(c4ccc(F)cc4)CC3)C2)s1 (stereo not given) | 4%[76.3 µM]
CC1=C(C(=O)Nc2ccc(CC(=O)NCc3ccc(OC(C)C)cc3)cc2)SCCO1 | -3%[76.3 µM]
CN(C)c1ccc(/C=N/N2CCN(Cc3ccccc3Cl)CC2)cc1 | -5%[76.3 µM]
COc1cc(/C=C(/C#N)c2nc(-c3cc4ccccc4oc3=O)cs2)ccc1O | -2%[76.3 µM]
Cc1ccc2oc(=O)n(CCCOc3ccc(Cl)cc3)c2c1 | -15%[76.3 µM]
COc1ccc(OC)c(/C=N/NC(=O)CNC(=O)c2cccc3ccccc23)c1 | -4%[76.3 µM]
Cc1nc2ccc(NC(=O)CCC3CCCC3)cc2s1 | -20%
COc1ccc(CC(=O)Nc2ccc(S(=O)(=O)Nc3onc(C)c3C)cc2)cc1OC | -5%
CC(=O)N/C(=N/c1nc(C)cc(C)n1)Nc1ccc(C)cc1C | -5%
COc1ccc(S(=O)(=O)N2CCC(C(=O)Nc3ccc(Oc4ccccc4)cc3)CC2)cc1 | 3%[76.3 µM]
Cc1[nH]c2ccccc2c1C(=O)CN1CCN(c2ccc(Cl)cc2)CC1 | -5%
Cc1ccccc1N(CC(=O)NCCc1ccccc1)C(=O)c1csnn1 | 3%
CCS(=O)(=O)c1nc(S(=O)(=O)c2ccc(C)cc2)c(NCc2ccccc2Cl)s1 | -7%[76.3 µM]
O=S(=O)(c1cccs1)N1CCN(c2ccc(Cl)cc2)CC1 | -4%&9%[76.3 µM]
O=C(Nc1ccc2c(c1)OCO2)C1CC(=O)N(c2ccc(F)cc2)C1 (stereo not given) | 4%
CC(=O)c1ccc(NC(=O)Cn2cnc(S(=O)(=O)N3CCC(C)CC3)c2)cc1 | -1%[76.3 µM]
CCOc1cc(C2NC(=O)CCC2[N+](=O)[O-])cc(Br)c1OC (stereo not given) | -15%
CCc1nn(CC(=O)NCCc2ccc(OC)c(OC)c2)c(=O)c2cc3occc3n12 | 1%[76.3 µM]
CCOc1ccc(N(CC(=O)NCCc2ccccc2)C(=O)c2csnn2)cc1 | -7%
Cc1ccc(NC(=O)C(C)N2C(=O)c3ccccc3C2=O)cc1C (stereo not given) | 4%[76.3 µM]
O=C(NCCN1CCN(C(=O)c2ccc([N+](=O)[O-])cc2)CC1)C(=O)Nc1ccc(F)cc1 | -2%[76.3 µM]
Cc1cc(C)c2c(CC(=O)Nc3ccc(S(=O)(=O)N4CCCC(C)C4)cc3)coc2c1 (stereo not given) | -6%[76.3 µM]
Cc1cc(Br)ccc1NC(=O)CSc1c2c(nc3ccccc13)CCC2 | -12%[76.3 µM]
COc1ccccc1N1CCN(C(=O)C2CCN(C(=O)c3ccccc3Cl)CC2)CC1 | -6%[76.3 µM]
CN(Cc1c(F)cccc1Cl)S(=O)(=O)c1cccs1 | 2%
CCOc1ccc(NC(=O)c2cc3cc4cc(OC)ccc4nc3s2)cc1 | -6%[76.3 µM]

A different layout for some results above:
> Cc1cc(C)c2c(CC(=O)Nc3ccc(S(=O)(=O)N4CCCC(C)C4)cc3)coc2c1 (stereo not given)
  GAA glycogen = -6%[76.3 µM]

> O=S(=O)(c1cccs1)N1CCN(c2ccc(Cl)cc2)CC1
  GAA glycogen = -4%&9%[76.3 µM]

> Cc1ccc(NC(=O)C(C)N2C(=O)c3ccccc3C2=O)cc1C (stereo not given)
  GAA glycogen = 4%[76.3 µM]

> CN(Cc1c(F)cccc1Cl)S(=O)(=O)c1cccs1
  GAA glycogen = 2%

Further compounds follow.
SMILES | GAA glycogen
CC(=O)c1c(C)oc2c1cc(NS(=O)(=O)c1ccc(Cl)c(C)c1)c1ccccc12 | 16%[76.3 µM]
CCN(c1ccccc1)S(=O)(=O)c1ccc(NC(=O)c2nc(SC)ncc2Cl)cc1 | 5%[76.3 µM]
Cc1nc2sc(C(=O)N(C)c3ccccc3)c(NC(=O)c3ccccc3Cl)c2c(C)c1C | 7%[76.3 µM]
CCNC(=O)c1nn(-c2ccccc2C)nc1CO | -3%[76.3 µM]
Oc1ccc(/C=N/n2c(C3CCCCC3)n[nH]c2=S)c(O)c1 | 7%
CCN(C(=O)Cn1ncc2c(=O)oc3ccccc3c21)c1ccccc1F | -5%[76.3 µM]
Cc1cccc([C@@H]2[C@@H]3C(=O)N(Cc4ccccc4)C(=O)[C@@H]3[C@]3(CC(C)C)C(=O)N(c4cccc(Br)c4)C(=O)N23)c1 | -11%[76.3 µM]
Cc1ccc(/C=N/N(C)C2=NS(=O)(=O)c3ccccc32)cc1 | 2%
O=C(COc1ccc(F)c(Cl)c1)N1CCCCCCC1 | 14%[76.3 µM]
COc1ccc(NC(=O)NNC(=O)COc2ccc3cc(Br)ccc3c2)c(OC)c1 | -4%[76.3 µM]
Cc1cccc(Nc2nc(N3CCOCC3)nc(N3CCOCC3)n2)c1 | -11%[76.3 µM]
COc1ccc(-c2noc(CN(C(=O)c3ccccc3Cl)C(C)C)n2)cc1 | -5%[76.3 µM]
COc1cc(OC)cc(C(=O)c2c(C)c(C#N)c3ccccn23)c1 | -3%
COc1ccccc1NC(=O)Nc1nnc(C(C)c2ccccc2)s1 (stereo not given) | -3%[76.3 µM]
COc1ccccc1C(=O)N/C(=C\c1cn(C)c2ccccc12)C(=O)NCCCn1ccnc1 | -4%[76.3 µM]
O=C(CSc1oc(-c2ccccc2)nc1S(=O)(=O)c1ccc(Br)cc1)NC1CCCCC1 | -8%[76.3 µM]
CCOP(=O)(c1ccc(N(C)C)cc1)C(O)c1ccc(C)cc1 (stereo not given) | 3%
COc1ccc(-c2c(-c3ccc(OCC(=O)NN)cc3O)n[nH]c2C)cc1OC | -23%
C/C(=N/NC(=O)c1ccc2c(c1)OCO2)c1ccc(NC(=O)c2ccc(F)cc2)cc1 | 3%[76.3 µM]
O=C(Nc1c2c(nn1-c1cccc(Cl)c1)CS(=O)C2)c1ccc2c(c1)OCO2 (stereo not given) | -1%[76.3 µM]
O=C(O)CN1C(=O)/C(=C/c2ccccc2Cl)Oc2ccccc21 | -2%
CC(C)c1ccccc1NC(=O)CN1C(=O)c2ccccc2C1=O | 4%[76.3 µM]
COc1cc(C(=O)Nc2c(C(=O)Nc3ccccc3F)oc3ccccc23)cc(OC)c1OC | 10%[76.3 µM]
COc1ccc(CN2COc3ccc4c(-c5ccc(OC)cc5)cc(=O)oc4c3C2)cc1 | -16%[76.3 µM]
CCN(Cc1ccccc1)C(=O)c1cc2c(OC)c(OC)c(OC)cc2[nH]1 | 1%
CC(=O)NC(c1ccc(C)cc1)c1cc(Cl)c2cccnc2c1O (stereo not given) | -6%[76.3 µM]
CCOC(=O)CNC(c1ccccc1)c1cc(Br)ccc1NC(=O)c1ccc(Cl)cc1 (stereo not given) | -20%[76.3 µM]
CCOc1ccc(N(Cc2cc3ccc(C)cc3[nH]c2=O)S(=O)(=O)c2ccccc2)cc1 | -6%[76.3 µM]
COC(=O)c1cc(S(=O)(=O)NCc2ccc3c(c2)OCO3)c[nH]1 | 3%[76.3 µM]
O=[N+]([O-])c1ccccc1S(=O)(=O)Nc1cccnc1 | -1%[76.3 µM]

Copied from the list:
For GAA glycogen, `CC(=O)c1ccc(C(=O)N2CCCC(N3CCN(c4ccc(F)cc4)CC3)C2)s1` (stereo not given) reads 4%[76.3 µM]
For GAA glycogen, `O=C(CSc1oc(-c2ccccc2)nc1S(=O)(=O)c1ccc(Br)cc1)NC1CCCCC1` reads -8%[76.3 µM]

Next part:
SMILES | GAA glycogen
CCOC(=O)c1cccc(NC(=O)c2ccc3c(Cl)c4c(nc3c2)CCC4)c1 | -21%[76.3 µM]
O=S(=O)(c1cccc(Cl)c1)c1nnn2c1nc(NC1CCCCCC1)c1sccc12 | -8%[76.3 µM]
Cc1cc(C)c(N=Cc2c(O)c3ccccc3oc2=O)c(C)c1 | 17%[76.3 µM]
Cc1nc(-c2ccc(Cl)cc2)sc1C1(C)CC(c2cccc(Cl)c2)=NO1 (stereo not given) | -11%[76.3 µM]
Cn1cc(S(=O)(=O)N2CCc3ccccc32)cc1C(=O)NC1CCCCC1 | -7%[76.3 µM]
Cc1cccc(N(C(=O)CNC(=O)c2cccs2)C(C(=O)NC2CCCC2)c2ccncc2)c1 (stereo not given) | -1%
CCN(CC)CCCNC(=O)CCc1c(C)nc2c(c1C)c(=O)n(C)c(=O)n2C | 16%[76.3 µM]
COc1ccc(N(C)C(=O)C2CCCN2S(=O)(=O)c2cccc3nsnc23)c(OC)c1 (stereo not given) | -4%[76.3 µM]
CC(=O)Nc1ccc(C(=O)Nc2ccc(S(=O)(=O)N3CCCCC3)cc2)cc1 | -2%
O=C(Cc1ccccc1)Nc1ccc(C(=O)Nc2ccccc2C(=O)O)cc1 | -4%[76.3 µM]
COc1ccc(C(=O)Nc2ccnn2C2CCN(Cc3ccn[nH]3)CC2)cc1 | -15%[76.3 µM]
CC(C)(C)c1cc(CP(=O)(c2ccccc2)c2ccccc2)cc(C(C)(C)C)c1O | ?
Cc1cccc(N2CCN(C(=O)c3cc4c(=O)n(C)c5ccccc5c4s3)CC2)c1C | 12%[76.3 µM]
CCn1c(=O)c2sccc2n2c(CCCC(=O)N3CCN(c4cc(Cl)ccc4C)CC3)nnc12 | 16%[76.3 µM]
CCOC(=O)c1sc(NC(=O)c2ccc3nc[nH]c3c2)nc1C | 8%

Ordered by formula weight (largest number first): four of the compounds above.
SMILES | GAA glycogen
COc1ccc(N(C)C(=O)C2CCCN2S(=O)(=O)c2cccc3nsnc23)c(OC)c1 (stereo not given) | -4%[76.3 µM]
COc1ccc(C(=O)Nc2ccnn2C2CCN(Cc3ccn[nH]3)CC2)cc1 | -15%[76.3 µM]
O=C(Cc1ccccc1)Nc1ccc(C(=O)Nc2ccccc2C(=O)O)cc1 | -4%[76.3 µM]
Cc1cc(C)c(N=Cc2c(O)c3ccccc3oc2=O)c(C)c1 | 17%[76.3 µM]

Following part.
SMILES | GAA glycogen
CCN(CC)CCNC(=O)c1cc(-c2ccc(Br)s2)nc2ccccc12 | 1%
COc1cccc(CN2CC(C(=O)N(C)Cc3nc4ccc(F)cc4[nH]3)CCC2=O)c1 (stereo not given) | 0%[76.3 µM]
COc1cc(NS(=O)(=O)c2ccc(NC(=O)c3cccs3)cc2)nc(OC)n1 | -1%
COc1ccccc1N1CCN(CC(O)COc2ccc(C)cc2C)CC1 (stereo not given) | 0%
CCN1C(=O)c2ccc(C(=O)Nc3ccc4c(c3)OCO4)cc2C1=O | -6%[76.3 µM]
CC(C)(C)NC(=O)C(c1ccc(O)cc1)N(Cc1ccccc1)C(=O)CCC(=O)Nc1nccs1 (stereo not given) | -4%
CCc1ccc(C2c3c(n[nH]c3C)C(=O)N2c2ccc(C)cc2)cc1 (stereo not given) | 8%[76.3 µM]
COc1ccc(CCNc2nc(-c3ccc(F)cc3)cc(C(F)(F)F)n2)cc1OC | -11%[76.3 µM]
CCc1cccc(NC(=O)CCc2c(C)nn(-c3ccc(N4CCCCC4)nn3)c2C)c1 | -17%[76.3 µM]
COc1ccc(NC(=O)COc2ccc(Br)cc2)c(OC)c1 | -7%[76.3 µM]
COc1ccc(C(=O)CSc2nnc(CNC(=O)c3ccccc3)o2)cc1 | -1%[76.3 µM]
CN(C(=O)CCNC(=O)Cn1cnc2ccccc2c1=O)c1ccc(Br)cc1 | 7%[76.3 µM]
CCC(=O)Nc1ccc2c(c1)nc1n2CCN(CCOC)C1 | -4%

Bioassay records as filed in PubChem.
